Screening results deposited in PubChem BioAssay by National Center for Advancing Translational Sciences (NCATS).
Gal4-VP16 FLuc = inhibits Gal4-VP16 luciferase reporter, ROR gamma counter-screen; Drosophila S2 Gal4-VP16 UAS-luciferase, luminescence, 20 h; Potency, µM (series often up to 53.6 µM), for the others: top-dose activity, negative = inhibition, usual class: inhibitors; 310,000 tested, 3.5% active;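 note: Gal4-VP16 expression switched on by copper sulfate through the metallothionein promoter; potency is the fitted concentration of half-maximal effect; % is set by controls: 0 for no effect and ±100 for the full control effect; nearly all actives have a fitted effect of over 50% in size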
Rab9 prom act = activates the Rab9 promoter. 320,000 tested, 2.8% active. Huh7 Rab9 promoter-luciferase reporter, luminescence, 24 h. AID 485297. Potency, µM (series often up to 9.22 µM), inactives show top-dose activation, negative = inhibition, usual class: activators; note: potency is the fitted concentration of half-maximal effect; % of control where 0% means no effect; nearly all actives have a fitted effect of over 60% in size
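Steps: seed 1500 Huh7 Rab9-luc cells per well, rest 2 h at 37 °C; add compound in DMSO; incubate 24 h; add luciferase reagent, 10 min ambient; read luminescence.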
Menin-MLL TR inh = menin-MLL binding inhibition, Texas Red mutant peptide | O00255 | Menin + Texas Red MLL mutant peptide, fluorescence polarization | Potency, µM (doses to about 61.6 µM), without a hit: at the highest dose FP activity change, negative = inhibition, hits mostly inhibitors | 270,000 tested, 0.23% active | AID 1768; active = well fitted inhibition curve with a large enough effect in the polarisation, with a control signal flat, not every such curve was filed as active; inconclusive = small, poorly fitted or top-dose-only effect, or effect the other way, or a change in a side signal; inactive = no such curve, though single readings can be large or run the other way; the % refers to the polarisation; note: potency is the fitted concentration of half-maximal effect; % of control where 0% means no effect; many of its hits are not listed in these tables
Target sequence (O00255 whole entry, looked up): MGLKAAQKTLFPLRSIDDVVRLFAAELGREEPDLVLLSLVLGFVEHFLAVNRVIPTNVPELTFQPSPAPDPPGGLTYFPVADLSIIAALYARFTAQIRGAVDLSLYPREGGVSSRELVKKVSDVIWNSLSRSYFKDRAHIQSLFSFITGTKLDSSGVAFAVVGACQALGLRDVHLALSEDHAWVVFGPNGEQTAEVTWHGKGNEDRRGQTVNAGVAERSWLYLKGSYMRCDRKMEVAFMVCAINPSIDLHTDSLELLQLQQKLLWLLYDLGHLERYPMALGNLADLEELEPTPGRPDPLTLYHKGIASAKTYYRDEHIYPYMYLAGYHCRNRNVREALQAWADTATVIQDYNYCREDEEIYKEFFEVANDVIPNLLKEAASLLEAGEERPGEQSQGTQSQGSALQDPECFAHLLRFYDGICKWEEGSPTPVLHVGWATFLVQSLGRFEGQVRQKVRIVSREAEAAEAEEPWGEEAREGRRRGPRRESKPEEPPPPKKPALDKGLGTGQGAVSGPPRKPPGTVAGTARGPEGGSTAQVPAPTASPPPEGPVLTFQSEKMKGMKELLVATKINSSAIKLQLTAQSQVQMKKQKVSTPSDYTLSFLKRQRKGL
PKM2 act = increases activity of human pyruvate kinase M2; P14618; purified PKM2, Kinase-Glo ATP luminescence, activation; response scale: 0% is enzyme alone, no compound; Potency, µM (highest dose often 57.5 µM), inactives show at the highest dose activation, actives largely listed as activators; 260,000 tested, 0.34% active; AID 1631; note: potency is the fitted concentration of half-maximal effect; % is set by controls: 0 for no effect and ±100 for the full control effect; nearly all actives have a fitted effect of over 55% in size
Target sequence (P14618 whole entry, looked up): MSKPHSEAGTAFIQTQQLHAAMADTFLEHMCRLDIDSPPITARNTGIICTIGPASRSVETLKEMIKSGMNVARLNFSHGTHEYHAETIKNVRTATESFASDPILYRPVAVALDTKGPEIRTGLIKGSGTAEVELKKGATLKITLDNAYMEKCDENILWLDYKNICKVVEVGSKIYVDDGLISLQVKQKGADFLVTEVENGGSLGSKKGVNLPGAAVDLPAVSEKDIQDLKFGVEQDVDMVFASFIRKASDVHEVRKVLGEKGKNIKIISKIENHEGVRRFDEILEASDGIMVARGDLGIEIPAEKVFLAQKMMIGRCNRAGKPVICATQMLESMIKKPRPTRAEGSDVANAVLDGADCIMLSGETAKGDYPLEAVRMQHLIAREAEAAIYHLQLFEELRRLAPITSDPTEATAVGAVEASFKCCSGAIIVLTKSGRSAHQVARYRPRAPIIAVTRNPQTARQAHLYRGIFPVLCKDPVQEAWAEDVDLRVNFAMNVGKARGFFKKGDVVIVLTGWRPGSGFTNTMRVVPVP
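hPK-M2, >95% pure; 0.1 mM ADP / 0.5 mM PEP final; imidazole pH7.2 buffer w/ 7 mM MgCl2, 50 mM KCl; 1 h RT; Kinase-Glo lum. Intermediate enzyme activity for dual inhibitor/activator qHTS.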
Giardia kill = kills Giardia lamblia. Giardia lamblia trophozoite viability. activity change, % at 7.66 µM, hits read low. 340,000 tested, 0.15% active. AID 540267; in the data active = activity change below about -80%; inconclusive = between about -30% and that limit;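 note: parasites exposed to compound for two days anaerobically before the ATP read; % is set by controls: 0 for no effect and ±100 for the full control effect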
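Trophozoite viability was measured as ATP-dependent luminescence, read 15-30 min after reagent addition. Before that, parasites at 100 cells/well were exposed to compounds for 48 h, anaerobically, at 37 deg C.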
FLuc modulator = firefly luciferase modulation, counter-screen for miR-21 project | 360,000 tested, 6.9% active | P08659 | purified FLuc, Km substrates, luminescence inhibition | Potency, µM (series often up to 57.5 µM), inactives show at the top dose activity change, negative = inhibition, usual class: inhibitors;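 note: potency is the fitted concentration of half-maximal effect; plate controls were vehicle for no effect and reference inhibitor for full effect; nearly all actives have a fitted effect of over 55% in size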
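Biochemical qHTS of compounds, final roughly 60 µM downward over six points, against 10 nM purified firefly luciferase using Km concentrations of substrates (10 uM D-luciferin, 10 uM ATP) in Tris acetate pH 7.5 buffer; luminescence output.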
BRCA1 expr act = BRCA1 expression activation | 380,000 tested, 1.1% active | MCF7-BRCA1-FFLuc reporter, luminescence, 48 h; response scale: scaled: vehicle 0%, 10 µM genistein 100% | AID 624202 | Potency, µM (doses to about 46.1 µM), for the others: at the top dose activation, hits mostly activators; note: potency is the fitted concentration of half-maximal effect; nearly all actives have a fitted effect of over 80% in size; some results filed as inactive show a strong effect at the top dose
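Luminescence from a BRCA1-driven firefly luciferase in MCF7 cells was the read-out, taken 15 min after substrate addition following 48 h compound exposure at 37 °C. Data were normalized to a 10 microM genistein control and DMSO vehicle.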
NPC1 prom act = activates the NPC1 promoter. Huh7 NPC1 promoter luciferase reporter, 24 h. Potency, µM (top dose mostly 9.22 µM), inactives show at the highest dose activation, most hits filed as activators. 320,000 tested, 2.4% active. AID 485313;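 note: potency is the fitted concentration of half-maximal effect; % of control where 0% means no effect; nearly all actives have a fitted effect of over 60% in size; reporter is driven by a mutant NPC1 promoter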
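Readout is luciferase luminescence, reflecting NPC1 promoter activation in stably transfected Huh7 cells after 24 h compound exposure at 37 °C in reduced-serum medium with 10% FBS.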
p53 reactivator = mutant p53 re-activation in reporter cells; H1299 p53-A138V BP100-luciferase reporter, luminescence, 24 h; 320,000 tested, 0.063% active; Potency, µM (highest dose often 92.2 µM), for the others: top-dose activity change, positive = activation, most hits filed as activators; note: potency is the fitted concentration of half-maximal effect; % of control where 0% means no effect; nearly all actives have a fitted effect of over 45% in size
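p53-null H1299 cells stably carrying temperature-sensitive p53-A138V and a BP100-luciferase reporter were pinned with compounds (4-point, 1:5 series) and held 24 hrs at 37 deg C. Luminescence was read 10 min after detection reagent.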
RORgamma inh = ROR gamma (mouse) transcription inhibition | 310,000 tested, 5.4% active | Drosophila S2 Gal4-RORgamma UAS-luciferase reporter, 20 h | Potency, µM (titrated, usually from 53.6 µM), inactives show at the top dose activity change, negative = inhibition, most hits filed as inhibitors; note: potency is the fitted concentration of half-maximal effect; % is set by controls: 0 for no effect and ±100 for the full control effect; nearly all actives have a fitted effect of over 60% in size
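Drosophila Schneider cells stably carrying a metallothionein-driven Gal4 DBD–ROR gamma fusion and a UAS-Photinus luciferase reporter were exposed to compound for 1 hr, then induced with copper sulfate (700 uM final) for 20 hr at ambient temperature before luminescence reading.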
ELG1 genotox = genotoxicity induction in ELG1-luciferase HEK293T cells | HEK293T ELG1-luciferase reporter, luminescence, 16 h | Potency, µM (doses to about 46 µM), for the others: top-dose activity change, positive = activation, usual class: activators | 330,000 tested, 1.3% active | AID 504466; note: potency is the fitted concentration of half-maximal effect; % of control where 0% means no effect; nearly all actives have a fitted effect of over 60% in size
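Luminescence read-out: rising ELG1-luciferase signal, reflecting elevated ELG1 protein under genetic stress, flags genotoxic compounds. Cells were treated for 16 hr at 37 °C before ONE-Glo detection.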
Numbers without * were called inactive; ? = inconclusive; . = not tested or not shown; [ ] = remark or other dose. Unless noted, calls come from the whole dose curve; as a rule, active = well fitted curve in the direction sought with a large enough effect; inconclusive = small, poorly fitted or top-dose-only effect, or another doubt; inactive = no such curve, though single readings can be large; an effect the other way counts as inactive or inconclusive. The list is partial; count on the stated rates, not on these rows.

Order of results – Gal4-VP16 FLuc, Rab9 prom act, Menin-MLL TR inh, PKM2 act, Giardia kill, FLuc modulator, BRCA1 expr act, NPC1 prom act, p53 reactivator, RORgamma inh, ELG1 genotox
COc1ccc(C2(O)CCN(C(=O)c3c(F)cccc3F)CC2)cc1
  -2%, -2%, 10%, -3%, -12, 1%, 19%, 8%, 13%, 10%, 0%
C=CCn1cc(C(=O)c2cc(Br)ccc2O)cc(C#N)c1=O
  -24%, -3%, ., 6%, -6, -1%, 0%, -7%, 3%, 43%, -9%
O=C(COC(=O)CCC(=O)c1cccs1)Nc1cccc(F)c1
  ., -6%, ., ., -14, 4%, 2%, 1%, -4%, ., 3%
Cc1ccc(S(=O)(=O)Nc2cc3c(cc2N2CCOCC2)n(C)c(=O)c(=O)n3C)cc1
  -10%, -2%, ., ., -6, 0%, -2%, -5%, -2%, -3%, 2%
COc1ccc(NC(=O)c2ccc(C)cc2)cc1
  ?, 0.45µM*, -1%, -6%, -23, 2.7µM*, ?, 0.4µM*, ., -11%[1.91 µM], 2.1µM*
COc1ccc(NC(=O)Nc2cccs2)cc1Cl
  -11%, ?, ?, -6%, 2, 8.5µM*, ?, ?, ?, 4%, ?
Cc1cc(N2C(=O)CC(Cc3ccc(Cl)cc3)C2=O)no1 (configuration not stated)
  -3%, -7%, -7%, 0%, -13, 2%, 2%, 1%, 10%, -2%, 2%
Cc1ccc(/C=C(\CCC(=O)O)c2nc3ccccc3s2)cc1[N+](=O)[O-]
  -17%, -2%, -6%, 3%, -14, -10%, -19%, 0%, -1%, 8%, 0%
O=C(C(=O)N1CCN(c2ccccc2)CC1)c1cn(CC(=O)N2CCCCCC2)c2ccccc12
  -2%, 0%, 1%, -2%, -4, 4%, -29%, -1%, -8%, ?, -6%
NC(=O)c1ccc(/C=N/O)nc1
  -3%, 5%, 0%, 2%, 3, -3%, -3%, 0%, 4%, 0%, 0%
Nc1ccc(-c2n[nH]c(=O)c3ccccc23)cc1N
  -14%, 0%, 12%, 23%, -4, -1%, 4%, 1%, -6%, 5%, -1%
Cc1ccccc1CNS(=O)(=O)c1ccccc1[N+](=O)[O-]
  ?, -6%, 10%, 0%, -3, 1%, 0%, -4%, 3%, -1%, -2%
CCCCc1ccc(/C=C2/C(=O)ON=C2c2ccccc2)s1
  ?, -1%, -1%, -3%, -15, ?, -32%, -4%, -2%, 39%, 1%
CCOC(=O)c1cn(-c2ccc([N+](=O)[O-])cc2)c2cc(Cl)c([N+](=O)[O-])cc2c1=O
  2%, 1%, -10%, 6%, 3, 0%, 1%, 3%, -1%, 8%, 3%
NC(=O)c1ccc(NC(=O)CNCc2ccccc2Cl)cc1
  18%, -4%, 6%, 1%, 5, 5%, 6%, -1%, 1%, -20%, 7%
CCNC(=S)NNC(=O)c1cc(C2CC2)nc2ccccc12
  ?, 2%, 19%, -7%, -7, 12µM*, 5%, -1%, -6%, 0.71µM*, -1%
O=C(O)COCC(=O)N1CCN(C2c3ccccc3-c3ccccc32)CC1
  -13%, -4%, ., -2%, 8, -1%, -10%, -3%, -4%, 10%, -1%
COc1ccnc(NCc2cccnc2)c1C#N
  1%, -20%, 11%, -3%, -5, 1%, 2%, 3%, 8%, 1%, 2%
O=C(NCC1CCCCC1)c1cccc(S(=O)(=O)N2CCCC2)c1
  ., -3%, ., ., 23, 0%, 3%, -2%, -4%, ., -6%
Cc1ccc(/C=C(\C#N)C(=O)NCC2CCCO2)o1 (configuration not stated)
  5%, 17%, 12%, -14%, -5, -15%, 102%, 13%, ?, 18%, 12%

Fetched by compound from the list above, four records:
Order of results – Gal4-VP16 FLuc, Rab9 prom act, Menin-MLL TR inh, PKM2 act, Giardia kill, FLuc modulator, BRCA1 expr act, NPC1 prom act, p53 reactivator, RORgamma inh, ELG1 genotox
O=C(NCC1CCCCC1)c1cccc(S(=O)(=O)N2CCCC2)c1
  ., -3%, ., ., 23, 0%, 3%, -2%, -4%, ., -6%
COc1ccc(C2(O)CCN(C(=O)c3c(F)cccc3F)CC2)cc1
  -2%, -2%, 10%, -3%, -12, 1%, 19%, 8%, 13%, 10%, 0%
CCCCc1ccc(/C=C2/C(=O)ON=C2c2ccccc2)s1
  ?, -1%, -1%, -3%, -15, ?, -32%, -4%, -2%, 39%, 1%
Cc1ccc(S(=O)(=O)Nc2cc3c(cc2N2CCOCC2)n(C)c(=O)c(=O)n3C)cc1
  -10%, -2%, ., ., -6, 0%, -2%, -5%, -2%, -3%, 2%

The results go on.
Order of results – Gal4-VP16 FLuc, Rab9 prom act, Menin-MLL TR inh, PKM2 act, Giardia kill, FLuc modulator, BRCA1 expr act, NPC1 prom act, p53 reactivator, RORgamma inh, ELG1 genotox
COc1cccc(C2=NOC(C(=O)Nc3ccc(C(C)=O)cc3)C2)c1 (configuration not stated)
  -15%, 15%, -1%, -10%, 2, ?, 76%, 13%, 6%, 11%, 11%
CCC(CC)NC(=O)c1cc([N+](=O)[O-])ccc1N1CCOCC1
  -3%, -4%, 22%, -5%, -9, -2%, -25%, 0%, -19%, -25%, 3%
CCC(=O)Nc1nc(CC(=O)Nc2ccccc2OC)cs1
  2%, 0%, 3%, -4%, 5, -3%, -1%, -4%, -2%, 18%, 1%
COc1cccc(C(=O)Nc2cc3c(cc2C(C)=O)OCCO3)c1
  2%, 0%, 9%, 2%, -6, 5.4µM*, -26%, 0%, 18%, ?, 4%
CCOC(=O)c1cc(-c2ccc(C)c([N+](=O)[O-])c2)nc2c1c(=O)n(C)c(=O)n2C
  6%, -7%, 14%, -6%, ., 1%, ., -2%, 12%, -2%, -3%
COc1ccc(CCNC(=O)c2ccc3c(c2)NC(=O)C(N2CCOCC2)S3)cc1OC (configuration not stated)
  0%, 6%, 15%, -8%, 15, 6%, -11%, 0%, -5%, 17%, -6%
Cc1nn(S(=O)(=O)c2ccc(F)cc2)c(C)c1S(=O)(=O)N1CCOCC1
  -8%, 4%, -26%, ., -8, 0%, 8%, 3%, 9%, 0%, 0%
CC(C)c1ccc(NC(=O)COc2ccc(C3SCCS3)cc2)cc1
  6%, -1%, ., 0%, 2, -3%, 7%, 1%, -1%, 0%, 0%
COc1ccc(C(=O)N/N=c2\oc3ccccc3cc2C(=O)NCc2ccccc2)cc1
  ?, 0%, 1%, -4%, -16, 0%, 39%, 0%, -2%, ?, 4%
COc1ccccc1N1CCN(CCN2C(=O)C3CCCCN3C2=O)CC1 (configuration not stated)
  -6%, 1%, -17%, 0%, -24, -2%, -4%, 12%, -8%, -27%, -3%
CSc1nc(N)nc(C(C)C)n1
  -2%, 1%, ., -8%, -6, 0%, -2%, -1%, -2%, 14%, 7%
CCOC(=O)N1CCN(C(=O)CSc2nnc(-c3ccc(Cl)s3)o2)CC1
  4%, 21%, 0%, -2%, ., 3%, ., 2%, 11%, 0%, 2%
Cc1ccccc1-n1c(SCC(=O)N(C)C2CCS(=O)(=O)C2)nnc1-c1ccncc1 (configuration not stated)
  -7%, -1%, 3%, 1%, 22, -1%, 10%, 1%, 2%, -2%, 5%
CCN=C1SC(C(=O)Nc2cccc(Br)c2)CC(=O)N1CC (configuration not stated)
  -9%, 1%, 19%, 5%, -23, -3%, -15%, 0%, -7%, 24%, -14%
N#C/C(=C\c1ccc(O)c(O)c1)C(=O)Nc1cccc2ncccc12
  9%, -1%, ?, ., 6, ?, -27%, -1%, 0%, -39%, -27%
Cc1[nH]nc2c1/C(=N\O)CC(C)(C)C2
  4%, -6%, 0%, 6%, 8, 4%, 13%, -5%, 2%, 1%, 2%
CCOC(=O)C(=CNc1cccc(N)n1)C(=O)OCC
  3%, -6%, 0%, 4%, 5, -1%, 18%, -2%, ?, ?, 1%
Cn1cc([N+](=O)[O-])c(C(=O)NCc2ccccc2)n1
  3%, 0%, ., -5%, 36[activator], -1%, 17%, 0%, -2%, 4%, -1%
CCN(CC)S(=O)(=O)c1ccc(Cl)c(NC(=O)COC(=O)c2ccc(O)cc2)c1
  -6%, ?, ?, -2%, 14, ?, -21%, 7%, -6%, 23%, -8%
O=[N+]([O-])c1cccc(-c2c(-c3ccccc3)ncc3ccc(F)cc23)c1
  ., 0%, ., ., -20, ?, 30%, 16%, ?, ., 2%
CCC(C)NC(=O)C(=O)NCC1CCCN1CC (configuration not stated)
  -2%[10 µM], -8%, 14%, -10%, 7, 1%, 5%, -1%, 5%, 2%, 18%
CCOC(=O)C1CCCCN1S(=O)(=O)c1cc2c(cc1C)NC(=O)CO2 (configuration not stated)
  -1%, 5%, -19%, 1%, ?, 0%, -5%, -10%, ., -1%, 0%
Nc1nnc(-c2ccncc2)s1
  -3%, 3%, 0%, -1%, -9, 6%, 1%, -5%, 12%, -2%, 0%
